DYRK1A inh – inhibitors of rat Dyrk1A kinase | Q63470 | ADP-Glo luminescence, NFATc1 peptide | inhibition, % at 12.5 µM | actives 0.43% (n = 310,000) | AID 504441; in the data active = inhibition above about 50%;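 note: plate controls were vehicle with enzyme for no effect and no enzyme for full effect; many of its hits are not listed in these tables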
TRPC4 act – opens the mouse TRPC4 cation channel. actives 0.49% (n = 310,000). AID 2237. HEK293 TRPC4beta/mu-opioid, Fluo4 calcium fluorescence; stronger effect = higher value. B-score at 10 µM;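 active = B-score above 5 SD of library B-scores, and initial fluorescence ratio not above library mean plus 5 SD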;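 note: positive B-score marks a calcium rise read as TRPC4 activation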
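Assay system: HEK293 stable line with TRPC4beta plus mu-opioid receptor; schedule: 45 min room-temperature Fluo4 loading, 110 s read; technique: kinetic Fluo4 calcium fluorescence; evaluation: integrated baseline-normalised fluorescence ratio, converted to per-well B score; controls: buffer (low) and maximal DAMGO (high)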
KCNK3 block – human KCNK3 channel inhibition, primary screen | actives 0.84% (n = 340,000) | CHO-KCNK3 thallium flux, FluxOR fluorescence; stronger effect = lower value | B-score at 10 µM;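 active = B-score under library mean minus 4 SD, starting fluorescence ratio at most library mean plus 5 SD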;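 note: more negative B-score means stronger inhibition of thallium flux through KCNK3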
Target sequence (O14649 whole entry, looked up): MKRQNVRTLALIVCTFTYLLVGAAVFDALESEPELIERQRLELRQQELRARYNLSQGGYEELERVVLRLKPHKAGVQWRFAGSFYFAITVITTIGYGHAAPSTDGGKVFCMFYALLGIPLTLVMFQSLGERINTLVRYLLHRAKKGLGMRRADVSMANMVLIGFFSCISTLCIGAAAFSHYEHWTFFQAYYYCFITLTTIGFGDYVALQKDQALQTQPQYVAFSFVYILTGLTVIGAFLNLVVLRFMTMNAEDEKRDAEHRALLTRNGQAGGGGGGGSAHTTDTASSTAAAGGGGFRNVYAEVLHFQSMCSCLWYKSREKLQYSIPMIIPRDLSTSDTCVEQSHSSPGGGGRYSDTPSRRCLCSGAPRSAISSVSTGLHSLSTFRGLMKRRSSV
TRPC4 potent – allosteric potentiators of mouse TRPC4 channel; Q9QUQ5; HEK293 TRPC4beta/mu-opioid, DAMGO EC20, Fluo-4 Ca2+ flux; stronger effect = higher value; B-score at 10 µM; actives 0.42% (n = 310,000);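 active = B-score of calcium response area above 5 SD of library B-scores, with initial fluorescence ratio within 5 SD of library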;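 note: B-score of integrated fluorescence ratio over time as area under calcium response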
PolyA inhibitor – blocks polyadenylation in yeast reporter cells; actives 0.02% (n = 300,000); AID 1875; S. cerevisiae SKY197-pL101 polyadenylation reporter, beta-gal luminescence; efflux-impaired pdr1/pdr3 knockout yeast; score 100 = 6 SD above DMSO; calls only at 12 µM;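 active = lowest replicate activity score at least 50, where 100 means six control SD above control mean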;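 note: yeast exposed to compound for 9 h at 30 °C; higher score means more reporter readthrough which indicates perturbed polyadenylation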
KCNQ1 inh – human KCNQ1 channel inhibition; P51787; CHO-K1 KCNQ1, FluxOR thallium flux fluorescence; stronger effect = higher value; B-score at 10 µM; actives 1.3% (n = 310,000); AID 2642;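 active = compounds whose thallium flux B-score, printed positive for inhibition, exceeds three library SD while starting fluorescence stays within three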;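 note: channel opened by potassium depolarization with thallium stimulus after 20 min compound exposure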
TRPC4 inh – blocks the mouse TRPC4 cation channel. Q9QUQ5. HEK293 TRPC4beta/mu-opioid, DAMGO-evoked Fluo4 calcium flux; stronger effect = lower value. actives 0.39% (n = 300,000). B-score at 10 µM;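 active = B-score over 3 SD under the library average, no early fluorescence shift, positive overall ratio signal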
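Material: HEK293 cells with stable TRPC4beta plus mu-opioid receptor expression / Probe or stimulus: DAMGO in two steps, submaximal then maximal / Compound: single concentration per test compound / Technique: kinetic Fluo4 fluorescence imaging of calcium influx / Read-out: per-well B score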
Platelet DG rel – platelet dense granule release activity | actives 0.22% (n = 300,000) | human platelet-rich plasma, SFLLRN dense granule ATP release, luminescence | inhibition, %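 (compounds screened at 7.5 µM in platelet-rich plasma)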;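 active = mean replicate score, as percent of positive control, at or above 50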
hERG rescue – hERG (human) protection from proarrhythmic block | Q12809 | CHO-hERG, FluxOR thallium flux, dofetilide IC70 present | activation (rescue from dofetilide block), less the hit threshold, % at 10 µM | actives 0.51% (n = 310,000);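 active = activation above the mean of controls blocked by dofetilide plus 5 SD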;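 note: thallium influx through hERG after potassium depolarization seen as dye fluorescence rise; in these data hits start at about 4.7%; inactives centre near -7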
KCNK9 block – blocks the human KCNK9 two-pore domain potassium channel; Q9NPC2; HEK293 KCNK9, FluxOR thallium flux fluorescence; stronger effect = lower value; B-score at 10 µM; actives 1.2% (n = 310,000); AID 488922;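 active = ratio B-score over 3 SD below the library mean, with starting fluorescence within 5 SD of its mean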;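 note: negative B-score means less thallium flux so channel inhibition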
Target sequence (Q9NPC2 whole entry, looked up, the tested form may be a part): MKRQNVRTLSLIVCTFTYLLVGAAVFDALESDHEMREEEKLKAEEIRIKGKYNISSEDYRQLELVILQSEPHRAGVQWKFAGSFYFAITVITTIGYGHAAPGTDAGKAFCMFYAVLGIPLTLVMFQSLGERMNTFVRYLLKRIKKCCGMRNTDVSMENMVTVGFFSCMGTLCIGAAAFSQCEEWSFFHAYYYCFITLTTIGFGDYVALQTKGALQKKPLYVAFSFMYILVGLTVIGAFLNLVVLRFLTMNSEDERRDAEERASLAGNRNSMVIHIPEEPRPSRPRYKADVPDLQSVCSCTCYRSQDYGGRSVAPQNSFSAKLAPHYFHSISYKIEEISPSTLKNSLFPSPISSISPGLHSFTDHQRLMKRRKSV
KCNQ1 pot – human KCNQ1 channel potentiation or activation; P51787; CHO-K1 KCNQ1, thallium flux FluxOR fluorescence; stronger effect = higher value; B-score at 10 µM; actives 0.35% (n = 310,000); AID 2648;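 active = fluorescence ratio B-score, a plate-corrected score, at least three library SD, with initial intensity B-score within 5 SD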
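Test system: CHO-K1 cells stably expressing KCNQ1 / Medium: assay buffer / Also added: depolarizing K+/Tl+ stimulus, K2SO4 and Tl2SO4 each 12.5 mM in 5x stock / Incubation: 90 min dye loading and 20 min compound exposure, both at room temperature / Signal: thallium influx via FluxOR fluorescence, kinetic imaging / Evaluation: B score of baseline-normalized fluorescence ratio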
* = called active by the depositor; i = inactive; / = not tested or not shown.

SMILES | DYRK1A inh | TRPC4 act | KCNK3 block | TRPC4 potent | PolyA inhibitor | KCNQ1 inh | TRPC4 inh | Platelet DG rel | hERG rescue | KCNK9 block | KCNQ1 pot
COC(=O)C(C)Sc1ccc2nnc(-c3cccc(F)c3)n2n1 (centres undefined) | 18 | i | i | i | i | i | i | -19 | -7 | i | i
COc1ccccc1C(=O)NNC(=O)CCCN1C(=O)/C(=C/c2cccs2)SC1=S | 3 | i | i | i | i | i | i | 3 | -11 | i | i
O=C1CSC(c2ccccc2[N+](=O)[O-])N1c1cccc(F)c1 (centres undefined) | -3 | i | i | i | i | i | i | -8 | -3 | i | i
C1CC1Cc1noc(CN2CCN(C3C4CC5CC(C4)CC3C5)CC2)n1 (centres undefined) | -2 | i | i | i | i | i | i | 0 | 1 | i | i
Cc1ccc2cc(NC(=O)Cc3ccccc3)ccc2n1 | / | i | i | i | i | i | i | 19 | -8 | i | i
CCC(=O)c1c[nH]c(C(=O)NCCCN2CCOCC2)c1 | -1 | i | i | i | i | i | i | 1 | -5 | i | i
CCOc1ccccc1N1CC(C(=O)Nc2ccc(S(=O)(=O)N3CCCCC3)cc2)CC1=O (centres undefined) | -5 | i | i | i | i | i | i | 1 | -17 | i | i
COc1cccc(N2[C@@H](CC(=O)O)c3ccccc3S2(=O)=O)c1 | 2 | i | i | i | i | i | / | -2 | 0 | i | i
Cc1ccc(NC(=O)CN2C(=O)N/C(=C/c3ccc(C)s3)C2=O)cc1 | -12 | i | i | i | i | i | i | -6 | -5 | i | i
Cc1cccn2c(=O)c3cc(C(=O)N4CCCC(C)C4)sc3nc12 (centres undefined) | -5 | i | i | i | i | i | i | -7 | -6 | i | i
Cc1ccc2cc(CN(CCN3CCOCC3)Cc3nnnn3Cc3ccco3)c(=O)[nH]c2c1C | -1 | i | i | i | i | i | i | 18 | -12 | i | i
Cc1cc(C(=O)NC2CCC(C)CC2)c(C)o1 (centres undefined) | -3 | i | i | i | i | i | i | 0 | -12 | i | i
CCOC(=O)N1CCN(S(=O)(=O)c2ccc(C(=O)N(CCCN(C)C)c3nc4ccc(Cl)cc4s3)cc2)CC1 | 5 | i | i | i | i | i | i | 7 | -9 | i | i
Cc1nc2ccccn2c1C(=O)N/N=C/c1ccccc1 | 11 | i | i | i | i | i | i | 0 | -6 | i | i
CCn1cc(CNC(=O)C2C3CCC(C3)C2C(=O)O)cn1 (centres undefined) | 1 | i | i | i | i | i | i | -1 | -4 | i | i
CC(=O)Nc1cccc(C(=O)NC(C)c2ccc(S(N)(=O)=O)cc2)c1 (centres undefined) | 5 | i | i | i | i | i | i | 0 | -3 | i | i
O=C(NCCc1ccccc1)c1ccccc1NC(=O)C1CCCCC1C(=O)O (centres undefined) | / | i | / | i | i | i | i | -8 | -3 | i | i
O=C(O)c1cc(N2C(=O)C3C4C=CC(C4)C3C2=O)ccc1N1CCOCC1 (centres undefined) | -1 | i | i | i | i | i | i | -6 | -4 | i | i
Cc1ccc(C)c(-n2c(N)c(C(N)=O)sc2=S)c1 | 0 | i | i | i | i | i | i | 1 | -4 | i | i
CC(C)(C)n1nnnc1C(c1cccs1)N(Cc1cccnc1)Cc1ccccc1Cl (centres undefined) | 6 | i | i | i | i | i | i | 1 | -9 | -19* | i
NC(=O)C1CCN(c2nc(-c3ccc(Br)cc3)cs2)CC1 | 0 | i | i | i | i | i | i | 0 | -3 | i | i
NC(=O)c1sc2nnc(-c3ccccc3)c(-c3ccccc3)c2c1N | / | i | i | i | i | i | i | -5 | -9 | i | i
Cc1ccc(C)c(NC(=O)CN(C)C(=O)CN2C(=O)C3CCCCC3C2=O)c1 (centres undefined) | -8 | i | i | i | i | i | i | 2 | -18 | i | i
COc1ccc(CCC(=O)NC(C)C)cc1 | 2 | i | i | i | i | i | i | 9 | -5 | i | i
COc1ccc(NC(=O)Cn2c3ccccc3c3nc4n(c(=O)c32)CCS4)cc1OC | -2 | i | i | i | i | i | i | 3 | -1 | i | i
FC(F)Oc1ccccc1NC(=S)NCc1ccco1 | 6 | i | i | i | i | i | i | 4 | -12 | i | i
COc1ccc(NC(=O)CCCCCN2C(=O)[C@@H]3Cc4ccccc4CN3C2=O)cc1Cl | -3 | i | i | i | i | i | i | 3 | -16 | i | i
COC(=O)NCC(c1ccc2c(c1)OCO2)N1CCN(c2ccc(OC)cc2)CC1 (centres undefined) | -4 | 67* | i | i | i | i | i | -7 | -4 | i | i
O=C(C[n+]1cn(C(F)F)c2ccccc21)c1ccc(Br)cc1 | / | i | i | i | i | i | i | -2 | -18 | i | i
Cc1cccc(-c2nn(-c3ccccc3)cc2C(=O)NCC(c2cccs2)N2CCOCC2)c1 (centres undefined) | 12 | i | i | i | i | i | i | -9 | -17 | i | i
O=C(CCC(=O)c1ccccc1)NCc1ccccc1 | -16 | i | i | i | i | i | i | 10 | -6 | i | i
FC(F)(F)c1cccc(-n2cc(-c3ccccc3)[nH]c2=S)c1 | 5 | i | i | i | i | i | i | -2 | -2 | i | i
COc1cc(C)nc(Oc2ccc(=O)[nH]n2)n1 | 2 | i | i | i | i | i | i | -4 | -9 | i | i
Cc1cc(C)cc(NC(=O)N2CCN(C/C=C/c3ccccc3)CC2)c1 | 2 | i | i | i | i | i | i | -10 | -5 | i | i
O=C(NCc1nc2ccccc2[nH]1)C1=C[C@H](c2ccc(C(F)(F)F)cc2)C[C@H](OCCCCO)O1 | / | i | i | i | i | i | i | -2 | -4 | i | i
O=C(c1ccc2ccccc2c1)C1CCCN(S(=O)(=O)c2cccnc2)C1 (centres undefined) | 0 | i | i | i | i | i | i | 4 | -24 | i | i
CCOC(=O)c1c(C)n(-c2ccc(C)cc2)c2ccc(OCC(O)CNCCCO)cc12 (centres undefined) | 1 | i | i | i | i | i | i | -20 | -33 | i | i
O=C(OCC(=O)c1ccc(S(=O)(=O)N2CCCC2)cc1)C1=COCCO1 | -2 | i | i | i | i | i | i | 15 | -10 | i | i
COCCNC(=O)c1ccccc1NC(=O)CCSc1ccccc1 | -2 | i | i | i | i | i | i | -6 | -9 | i | i
Cc1ccc(S(=O)(=O)N(CC(=O)NCc2cccnc2)c2ccc(F)cc2)cc1 | 3 | i | i | i | i | i | i | -1 | -7 | i | i
Cc1ccc(-n2c(=O)cc(NCc3cccnc3)[nH]c2=O)cc1 | 0 | i | i | i | / | i | i | 7 | -6 | i | i
OCCCc1nc2ccccc2n1CCc1ccccc1 | 2 | i | i | i | i | i | / | 9 | -9 | i | i
CC(NC(=O)c1ccccc1Cl)NC(=O)c1ccccc1Cl | / | i | i | i | i | i | i | 14 | -3 | i | i
OCCCc1nc2n(n1)C(c1cccs1)C=C(c1ccccc1)N2 (centres undefined) | / | i | / | i | i | i | i | 7 | -56 | i | i
CC(=O)Nc1ccc(NC(=O)CSc2nc(=O)n3cccc(C)c3n2)cc1 | 8 | i | i | i | i | i | i | -1 | -14 | i | i
C/C(CC(=O)Nc1cccc(C(F)(F)F)c1)=N\NC(=O)c1ccncc1 | 1 | i | i | i | i | i | i | -5 | -8 | i | i
CCOc1ccc(N=C(/C(C(=O)C(=O)N2CCOCC2)=C(\O)c2ccccc2)c2ccccc2)cc1 | 2 | i | i | i | i | i | i | 4 | 2 | i | i
COc1cccc(OC)c1OCCN1CCN(C(=O)c2ccco2)CC1 | -2 | i | i | i | i | i | i | -1 | -10 | i | i
CC1CN(Cc2ccccc2)c2nc3c(c(=O)n(CC(=O)O)c(=O)n3C)n2C1 (centres undefined) | 7 | i | i | i | i | i | i | 1 | -3 | i | i
CCOC(=O)c1c(C)oc2c1c(C=NCC1CCCO1)c(O)c1ccccc12 (centres undefined) | -7 | i | i | i | i | i | i | -1 | -14 | i | i
CCOC(=O)Cn1c(=N)n(CCOc2ccc(Br)cc2)c2ccccc21 | -6 | i | i | i | i | i | i | / | -22 | i | i
CC(Oc1ccccc1F)C(=O)Nc1ccc2ccccc2c1 (centres undefined) | 0 | i | i | i | i | i | i | 1 | -10 | i | i
CC(=O)c1cccc(NC(=O)CCc2nnc3ccc(NCc4ccc5c(c4)OCO5)nn23)c1 | -3 | i | i | i | i | i | i | -3 | -4 | i | i
CCCCOC(=O)C(C)Oc1ccc(=O)n(-c2ccccc2)n1 (centres undefined) | 9 | i | i | i | i | i | i | 2 | -8 | i | i
Cc1ccc(N2CC(=O)N(CC(=O)O)C2=O)cc1 | 3 | i | i | i | i | i | i | 2 | -5 | i | i
Cc1cc(C(=O)O)cc(S(=O)(=O)Nc2ccccc2C(=O)NC(C)c2ccccc2)c1C (centres undefined) | -9 | i | i | i | i | i | i | -4 | -4 | i | i
O=C(c1ccc([N+](=O)[O-])cc1Cl)N1CCN(c2ccccn2)CC1 | / | i | i | i | i | i | i | -28 | -5 | i | i
O=C1CC(c2ccccc2)CCc2sccc2N1 (centres undefined) | 0 | i | i | i | i | i | i | -1 | -4 | i | i
COCC(C)NCc1cccc([N+](=O)[O-])c1 (centres undefined) | 6 | i | i | i | i | i | i | -1 | -2 | i | i
O=C(Nc1cccc(C(=O)N2CCN(c3cccc(Cl)c3)CC2)c1)c1ccccc1 | -3 | i | i | i | i | i | i | 1 | -21 | i | i
O=C(Nc1nnc(C2=COCCO2)o1)c1ccc(S(=O)(=O)N2CCCC2)cc1 | 2 | i | i | i | i | i | i | -5 | -12 | i | i
O=C(Nc1cnccn1)c1cccs1 | 6 | i | i | i | i | i | i | 1 | -7 | i | i

Only PolyA inhibitor and KCNK9 block, for 3 of the compounds above:
molecule | PolyA inhibitor | KCNK9 block
Cc1ccc(-n2c(=O)cc(NCc3cccnc3)[nH]c2=O)cc1 | / | i
OCCCc1nc2ccccc2n1CCc1ccccc1 | i | i
CC(NC(=O)c1ccccc1Cl)NC(=O)c1ccccc1Cl | i | i

A portion of the library; rates above refer to the full screens.
